CRFBP-R2 block: antagonists of CRF-binding protein/CRF-R2 receptor complex. HEK293 CRF-R2/CRF-BP, CRF-induced calcium fluorescence. 0.59% of 350,000 active. inhibition, % at 11.8 µM;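 active means inhibition of the ligand-induced calcium signal above about 50% at the single tested concentration, limit read from the data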
TAAR1 agonist: agonists of human TAAR1 | Q96RJ0 | CHO RD-HGA16 TAAR1, Fluo-8 calcium fluorescence; vehicle wells 0%, saturating PEA agonist 100% | activation, % at 3 µM | 0.99% of 360,000 active | AID 624467;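 active means activation above the mean activation of all test compounds in the run plus 3 SD, cut at about 38% in these data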
Target sequence (Q96RJ0 whole entry, looked up): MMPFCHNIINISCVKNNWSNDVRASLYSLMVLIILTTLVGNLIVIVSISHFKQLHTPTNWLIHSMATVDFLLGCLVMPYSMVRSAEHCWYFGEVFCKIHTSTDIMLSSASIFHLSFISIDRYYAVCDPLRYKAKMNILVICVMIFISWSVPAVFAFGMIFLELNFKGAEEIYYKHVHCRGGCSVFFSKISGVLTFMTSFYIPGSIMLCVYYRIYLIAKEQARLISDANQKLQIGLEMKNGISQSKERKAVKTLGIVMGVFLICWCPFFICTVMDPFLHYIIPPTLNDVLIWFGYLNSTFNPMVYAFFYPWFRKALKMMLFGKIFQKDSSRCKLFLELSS
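test system = CHO RD-HGA16 cells carrying human TAAR1 plus Gα16 | schedule = 17-24 h seeding, 75 min 37 °C dye, 30 min RT | compound dosing = 3 µM single concentration | control set = DMSO and PEA EC100 | replicates = n 1 | signal = Fluo-8 fluorescence, 5 s baseline then 140 s kinetic read | measure = percent activation vs PEA EC100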
M5 ag: agonists of human muscarinic M5 receptor (CHRM5) | P08912 | CHO-K1 hM5 cells, Fluo-8 calcium fluorescence; 0% DMSO wells, 100% maximal acetylcholine response | activation, % at 3 µM | 0.19% of 360,000 active;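 active means activation above the run's mean over test compounds plus 3 SD, cut at about 23% in these data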;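 further: signal is peak over basal fluorescence ratio across the kinetic read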
Target sequence (P08912 whole entry, looked up): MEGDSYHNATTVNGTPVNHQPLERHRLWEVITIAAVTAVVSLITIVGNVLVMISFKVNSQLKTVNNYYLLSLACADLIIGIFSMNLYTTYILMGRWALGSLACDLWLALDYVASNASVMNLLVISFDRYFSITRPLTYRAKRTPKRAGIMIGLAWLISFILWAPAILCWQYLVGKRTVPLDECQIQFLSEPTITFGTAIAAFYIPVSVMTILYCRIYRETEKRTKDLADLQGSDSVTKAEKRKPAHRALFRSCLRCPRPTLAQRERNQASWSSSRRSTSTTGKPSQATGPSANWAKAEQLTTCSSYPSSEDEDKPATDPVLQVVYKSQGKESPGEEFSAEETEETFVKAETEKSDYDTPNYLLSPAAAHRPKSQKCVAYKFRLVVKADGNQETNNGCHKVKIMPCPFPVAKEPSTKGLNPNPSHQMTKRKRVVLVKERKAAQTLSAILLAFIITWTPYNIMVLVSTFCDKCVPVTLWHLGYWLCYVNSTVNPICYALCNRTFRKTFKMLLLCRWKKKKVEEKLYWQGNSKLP
TAAR1 antagonist: antagonists of human TAAR1; Q96RJ0; CHO RD-HGA16 TAAR1, Fluo-8 calcium fluorescence, antagonist; inhibition, % at 3 µM; 1.5% of 360,000 active;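 active means inhibition above a per-plate cutoff, the mean inhibition of test compounds on that plate plus 3 SD, cut at about 49% in these data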;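 further: 0% = DMSO plus EC80 beta-PEA response and 100% = DMSO alone without agonist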
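Assay system: CHO-derived RD-HGA16 cells stably expressing human TAAR1 plus Gα16. Timing: 140 s kinetic read after compound, 140 s after agonist. Technique: kinetic Fluo-8 calcium fluorescence measurement. Measure: % inhibition of agonist calcium response.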
CHRM5 antagonist: blocks acetylcholine activation of human M5 receptor | P08912 | CHO-hM5 cells, Fluo-8 calcium fluorescence, ACh EC80 | inhibition, % at 3 µM | 0.59% of 360,000 active;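 active means inhibition above a per-plate cutoff, the mean of that plate's test compounds plus 3 SD, cut at about 27% in these data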;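 further: 0% = acetylcholine EC80 with DMSO and 100% = DMSO without agonist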
CHRM4 PAM: potentiates acetylcholine response at human M4 receptor; P08173; CHO-K1 hM4/Gqi5, Fluo-8 calcium fluorescence, ACh EC20; 0% = ACh EC20, 100% = maximal ACh; activation, % at 3 µM; 0.4% of 360,000 active;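 active means activation above its plate's cutoff, the mean activation of sample wells plus 3 SD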; further: some results filed as inactive read as strong as hits
CHRM5 PAM: positive allosteric modulators of human muscarinic M5 receptor; CHO-K1 hM5, Fluo-8 calcium, ACh EC20 PAM; 0% = ACh EC20, 100% = ACh EC100; activation, % at 3 µM; 0.3% of 360,000 active; AID 624038;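 active means activation above the run cutoff, the mean activation of all test compounds plus 3 SD, cut at about 18% in these data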
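Test system: CHO-K1 hM5 cells / Doses: single-point, 3 µM nominal / Times: Post-acetylcholine fluorescence recording 140 s / Technique: Fluo-8 calcium fluorescence / Measure: Max/basal fluorescence ratio as % of EC20–EC100 ACh window / Benchmarks: low control EC20 acetylcholine (0%), high control EC100 acetylcholine (100%) / Replicates: one well per compound, no replicates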
M1 PAM parental: counter-screen for M1 PAMs: effect in parental CHO-K1 cells | 0.02% of 360,000 active | activation, % at 3 µM | ATP EC20, Fluo-8 calcium fluorescence; 0% at ATP EC20, 100% at ATP max;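 active means activation above the run cutoff, the mean activation of all test compounds plus 3 SD, cut at about 40% in these data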;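 further: peak over basal fluorescence ratio in a 140 s read after ATP addition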
CRFR2-BP ag: CRF-BP/CRF-R2 complex agonism; HEK293 CRF-R2/CRF-BP, calcium dye fluorescence (FLIPR); percent of saturating CRF peptide response; activation, % at 13.2 µM; 0.46% of 350,000 active;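 active means activation of at least 50%, plus an integration ratio under a set limit after plate pattern correction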;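 further: plate controls were neutral control wells without compound for no effect and CRF at EC100 for full effect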
Starred values were filed as active, the others as inactive; . = not tested or not shown.

Molecule	CRFBP-R2 block	TAAR1 agonist	M5 ag	TAAR1 antagonist	CHRM5 antagonist	CHRM4 PAM	CHRM5 PAM	M1 PAM parental	CRFR2-BP ag
Fc1ccc(C2CCCCN2Cc2nc(CC3CC3)no2)cc1 (stereo not drawn)	0	11	-3	3	7	6	-4	30	0.7
COC(CN1CCc2c(C)nc3c(C#N)cnn3c21)OC	-10	-1	0	5	5	2	2	16	-0.7
COc1cccc2sc(N(CCN(C)C)C(=O)c3ccc4c(c3)CCCC4)nc12	-22	5	-5	5	2	-1	0	10	-0.1
Cc1ccc(C)c(NC(=O)CSc2nnc3n2CCCCC3)c1	18	5	0	-1	-1	-9	-2	3	0.8
COc1ccc(C(=O)NCC2OCCc3ccccc32)c(O)c1 (stereo not drawn)	5	6	-7	7	-5	7	-10	14	-2.0
COCCCN1C(=O)C(CC(=O)NCCN2CCOCC2)CC(C(=O)N(C(C)C)C(C)C)=C1C (stereo not drawn)	.	1	0	-16	2	6	-1	3	.
CC(C)C(c1nnnn1Cc1cccs1)N1CCN(C(=O)c2ccco2)CC1 (stereo not drawn)	-15	2	1	2	8	-3	1	15	-0.6
CCNC(=S)/N=C(/Nc1ccccc1)Nc1nc(C)cc(C)n1	12	2	-7	-12	1	-8	-2	13	-1.1
O=C(CN1CCN(Cc2ccccc2F)C1=O)NCc1ccco1	10	9	-11	-12	1	2	10	21	-1.5
CC1(C)CC(=O)C=C(Nc2ccccn2)C1	3	4	-1	2	3	0	-5	2	1.9
CC1SC(=NC(=O)C(C)N2C(=O)c3ccccc3C2=O)NC1=O (stereo not drawn)	-3	0	2	-4	-3	20	1	15	1.0
COc1ccc(N2CCN(c3oc(COc4ccccc4)nc3C#N)CC2)cc1	0	10	-5	12	-7	-9	-1	11	0.4
CCCOc1ccccc1C(=O)N(Cc1cccc(Br)c1)C1CCS(=O)(=O)C1 (stereo not drawn)	-21	3	1	8	7	-4	-9	25	-0.4
c1ccc(CSCCc2ccncc2)cc1	-22	12	-5	5	-3	3	-1	9	1.4
Cc1ccc2nsnc2c1NC(=O)c1cccnc1Cl	30	-2	-7	0	9	17	-2	-7	1.2
Cc1noc(/C=C/N(C)C)c1S(=O)(=O)N1CCCC(C(=O)N2CCc3ccccc32)C1 (stereo not drawn)	-14	-1	1	-7	-2	-2	0	6	0.4
O=C(N/C(=C/c1ccc(Br)cc1)C(=O)N1CCCCC1)c1ccccc1F	-32	-1	-3	-24	0	0	-1	-19	-0.8
CCOC(=O)C1=C(C)NC(=O)NC1C(C)C (stereo not drawn)	-8	19	2	5	8	8	6	11	-1.2
CC1(C)Cc2nc3sc4c(SCC(=O)NCc5ccco5)ncnc4c3cc2CO1	-1	4	-2	2	-2	-5	-6	7	-1.5
COc1cc2c(=O)n(CCC(=O)NCC3CCCO3)c(=O)n(CC(=O)Nc3ccc(C)cc3C)c2cc1OC (stereo not drawn)	-1	-2	-1	-6	-1	-2	1	9	0.4
CCN(CC)C(=O)CC1(c2ccccc2OC)CCOC(C(C)C)C1 (stereo not drawn)	4	23	-3	3	-4	-5	1	-3	-2.3
O=C(CCS(=O)(=O)Cc1ccccc1F)NCc1ccccc1Cl	3	0	-2	-3	13	-6	-2	-8	0.0
COCOCCn1cc(CN2CCS(=O)(=O)N(Cc3ccc(-c4ccncc4)cc3)C(C)C2=O)nn1 (stereo not drawn)	0	1	0	2	-3	10	5	31	-0.4
CCc1c(C)nc2nc(NC(C)=O)[nH]n2c1=O	14	11	2	-15	2	7	-3	15	5.4
CS(=O)(=O)Nc1ccc(C(=O)NC2CCCCC2)cc1	4	8	0	3	-4	-2	4	16	-1.2
Cc1cc2nc3c(=O)[nH]c(=O)[nH]c3nc2c([N+](=O)[O-])c1N	-23	13	8	8	10	-6	0	10	60*
O=C(Nc1ccc(S(=O)(=O)Nc2ncccn2)cc1)C1=COCCO1	4	0	4	-8	-2	-1	2	-12	0.8
CCCN(C1CCS(=O)(=O)C1)S(=O)(=O)c1ccc(F)cc1 (stereo not drawn)	7	0	4	1	-3	-1	0	1	0.4
COc1ccc(C2=NN(C(=O)CCC(=O)O)C(c3ccccc3OC)C2)cc1 (stereo not drawn)	17	4	4	-26	-2	-3	-3	-1	-2.4
COc1ccc(NC(=O)CN(C)C(C)C(=O)NC(=O)NC2CCCCC2)cc1 (stereo not drawn)	-5	1	-2	-20	-1	-3	5	-5	0.2
CC1(C)CC(O)(CCNCc2ccc3c(c2)OCO3)CCO1 (stereo not drawn)	-10	11	0	11	-4	8	0	15	0.2
Cc1cc(C)cc(NC(=S)N2CCCC2)c1	2	1	-2	-26	1	4	4	23	0.0
CC(=O)Nc1ccc(S(=O)(=O)N(CCO)Cc2ccccc2)cc1	2	3	0	-2	5	-1	-8	8	-0.4
COc1ccc(-n2ncc3c(SCC(=O)NNC(C)=O)ncnc32)cc1	8	2	1	7	7	-7	-8	-21	0.5
Cc1cc(C)nc(Nc2n[nH]c(COc3ccccc3)n2)n1	9	4	-4	-4	0	10	0	12	-2.9
CC(C)Oc1ccc(C(=O)Nc2ccc(Cl)c(S(=O)(=O)Nc3ccc(Cl)cc3)c2)cc1	-8	0	-2	9	2	-15	-12	13	2.6
O=C(Nc1c(C(=O)N2CCOCC2)oc2ccccc12)c1ccccc1Cl	-5	2	-5	-9	-9	4	3	-6	-2.7
CC1=C(OC(=O)C(C)(C)C)C(C)(C)C(c2ccccc2)OC1=O (stereo not drawn)	-7	7	-1	13	7	-6	-13	7	-1.4
Cc1oncc1C(=O)NC1CCCCC1	4	8	-3	26	11	2	1	10	-0.8
Cc1nn2c(NCCOCCO)c3c(nc2c1-c1ccccc1)CCCC3	-7	.	-4	.	7	-1	-2	6	-2.5
O=C(COc1ccc(S(=O)(=O)N2CCCC2)cc1Cl)Nc1ccc2c(c1)OCO2	-27	10	3	50*	5	-8	-5	-3	0.3
O=C(O)CSc1nnc(-c2ccccc2O)n1Cc1ccccc1	-1	9	-5	-16	-6	3	3	3	0.2
O=C(c1ccc(-n2cnnn2)cc1)N1CCN(C(c2ccccc2)c2ccccc2)CC1	15	-1	-5	0	-4	-16	-8	13	-1.6
CCC1S/C(=N/N=C/c2ccco2)N(c2ccc(F)cc2)C1=O (stereo not drawn)	1	-1	0	3	11	-6	-5	0	-1.3
O=C(Nc1ccc(F)cc1)c1cc(S(=O)(=O)N2CCOCC2)cs1	-6	2	-2	-25	17	1	-9	-16	-0.8
COc1ccc(OC)c(NC(=O)c2cnc3n(c2=O)CCS3)c1	-3	1	2	-16	2	3	0	-15	1.4
O=C(Nn1cnc2ccccc2c1=O)c1ccc(Br)cc1	0	-1	-1	5	1	1	5	2	-2.0
CS(=O)(=O)c1ccc(C(=O)OCC(=O)Nc2cccc(S(=O)(=O)N3CCCC3)c2)cc1	-10	1	1	-10	0	2	2	-1	-0.6

Entries from the list above containing a COOH group:
Molecule	CRFBP-R2 block	TAAR1 agonist	M5 ag	TAAR1 antagonist	CHRM5 antagonist	CHRM4 PAM	CHRM5 PAM	M1 PAM parental	CRFR2-BP ag
COc1ccc(C2=NN(C(=O)CCC(=O)O)C(c3ccccc3OC)C2)cc1 (stereo not drawn)	17	4	4	-26	-2	-3	-3	-1	-2.4
O=C(O)CSc1nnc(-c2ccccc2O)n1Cc1ccccc1	-1	9	-5	-16	-6	3	3	3	0.2

(cont.)
Molecule	CRFBP-R2 block	TAAR1 agonist	M5 ag	TAAR1 antagonist	CHRM5 antagonist	CHRM4 PAM	CHRM5 PAM	M1 PAM parental	CRFR2-BP ag
O=C(O)CCN1C(=O)/C(=C\c2ccncc2)SC1=S	0	3	0	-10	7	13	3	16	1.0
C=C1N(CCCCCC(=O)O)C(=O)OC12CCCCC2	-2	17	-1	4	4	-1	-2	4	-2.1
Cc1nc2ccc(S(=O)(=O)NCC(=O)NCCc3ccc(Cl)cc3)cc2s1	13	5	3	-8	2	-5	-3	-10	-0.5
O=C(N/N=C/c1sc(N2CCCCC2)nc1-c1cccs1)C1CC1	-35	14	-11	7	7	-9	-9	14	0.7
CCCc1cc(=O)oc2cc(OCC(=O)NC3CC(C)(C)NC(C)(C)C3)ccc12	8	1	-6	-31	-8	3	7	-4	1.0
CCOc1cccc(-c2nc3c(s2)CCc2onc(-c4cccc([N+](=O)[O-])c4)c2-3)c1	0	1	3	9	4	1	7	-4	-0.1
COc1ccnc(N=CNOCc2ccc(F)cc2Cl)c1C#N	22	6	-1	4	10	9	-2	12	9.3
O=C(NC1CCCCC1)C(c1ccnc2ccccc12)n1c(=O)c(-c2ccco2)nc2ccccc21 (stereo not drawn)	.	-1	0	-1	4	3	-3	.	.
CCc1cc(C(=O)Nc2ccc(S(=O)(=O)NC3=NCCCCC3)cc2)sc1C	13	-2	-6	-25	-10	7	10	-4	-3.4
O=C(CN1C(=O)NC(CCc2ccccc2)C1=O)Nc1ccccc1C(F)(F)F (stereo not drawn)	8	7	2	-9	7	-1	9	7	0.3

From PubChem
